Screens deposited in PubChem BioAssay by Sanford-Burnham Center for Chemical Genomics.
SENP6 inh: SENP6 protease inhibition | Q9GZR1 | Recombinant SENP6 catalytic domain, aminoluciferin luminescence | actives 1.8% (n = 330,000) | AID 2599 | inhibition, % at 10 µM;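 active = inhibition above about 50% at the single tested dose, limit read from the data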;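 also: plate controls were DMSO wells with enzyme for no effect and DMSO wells lacking enzyme for full effect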
SENP7 inh: blocks the human protease SENP7; AID 434973; Q9BQF6; actives 1.5% (n = 330,000); recombinant SENP7, Z-RLRGG-aminoluciferin luminescence, 40 min; inhibition, % at 5 µM;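 active = inhibition above about 50% at the single test dose, limit read from the data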;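 also: plate controls were DMSO with enzyme for no effect and no enzyme buffer wells for full effect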
UBC13 polyUb: human UBC13 polyubiquitination inhibition; P61088; UBC13 polyubiquitin chain formation, TR-FRET; inhibition, % at 20 µM; actives 0.47% (n = 330,000); in the data active = inhibition above about 45%, passing the limit was not always enough
Target sequence (P61088 whole entry, looked up): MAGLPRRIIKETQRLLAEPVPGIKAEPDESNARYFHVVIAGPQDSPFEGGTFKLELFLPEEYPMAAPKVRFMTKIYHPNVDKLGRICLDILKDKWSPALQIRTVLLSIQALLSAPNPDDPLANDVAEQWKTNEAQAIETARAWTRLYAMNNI
SENP8 block-1: blocks human SENP8 cleavage of Nedd8 substrate; Q96LD8; recombinant SENP8, Nedd8 substrate fluorescence; inhibition, % at 20 µM; actives 0.64% (n = 360,000); AID 602440; in the data active = inhibition mostly above about 40%, no sharp cut-off; inactive = mostly below about 27%
SENP8 block-2: blocks the human protease SENP8; Q96LD8; purified SENP8, Z-RLRGG-aminoluciferin cleavage, luminescence; inhibition, % at 10 µM; actives 1.2% (n = 330,000); AID 2540; in the data active = inhibition above about 50%
SENP1 FRET inh: inhibitors of human SENP1 SUMO protease catalytic domain | Q9P0U3 | recombinant SENP1 catalytic domain, CyPet-SUMO1-YPet FRET cleavage | inhibition, % at 10 µM | actives 0.21% (n = 360,000);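 active = inhibition at least 30% at 10 µM, raw YFP signal under a set limit, fluorescence ratio 0.5 to 1.5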;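 also: 0% = enzyme with DMSO and 100% = no enzyme wells; some results filed as inactive read as strong as hits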
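Material: hSENP1 catalytic domain, recombinant; medium: Tris pH 8 with BME, BSA, NP40 and catalase; compound: single concentration of 10 µM compound, 0.5% DMSO final; technique: FRET read of cyan and yellow fluorescence; timing: 50 min enzyme reaction, room temperature, light-protected; reagent: SFCypet-SUMO1-SFYpet substrate at 25 nM; control set: no-enzyme low, enzyme-DMSO high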
beta cell repl: inducers of beta-cell replication in MIN6 cells. proliferation, % at 10 µM. actives 0.29% (n = 330,000). MIN6 cells proliferation, ATPlite luminescence, 48 h; cells starved in 0.2% serum; 100% = growth in 10% serum;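 active = compounds whose signal lies at least 3.5 SD above the mean of all wells on their plate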;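 also: 0% = DMSO-treated cells in low-serum medium and 100% = 10% serum control; some compounds called inactive have numbers as strong as hits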
PfG6PD inh: PfG6PD (Plasmodium falciparum) enzyme inhibition | actives 0.78% (n = 350,000) | AID 504690 | inhibition, % at 20 µM | PfGluPho enzyme, NADPH resazurin-diaphorase fluorescence;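 active = inhibition reaching at least a set limit at 20 µM in the primary screen, cut at about 59% in these data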;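 also: 0% = DMSO wells with substrate and 100% = DMSO wells lacking glucose-6-phosphate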
HKDC1 inhibitor: blocks human hexokinase HKDC1 activity; actives 0.16% (n = 340,000); inhibition, % at 20 µM; Q2TB90; recombinant HKDC1, G6PDH/diaphorase resazurin coupled fluorescence;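 active = inhibition above about 35% when tested at 20 µM, limit read from the data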;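 also: plate controls were DMSO wells with enzyme for no effect and DMSO wells lacking enzyme for full effect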
Target sequence (Q2TB90 whole entry, looked up): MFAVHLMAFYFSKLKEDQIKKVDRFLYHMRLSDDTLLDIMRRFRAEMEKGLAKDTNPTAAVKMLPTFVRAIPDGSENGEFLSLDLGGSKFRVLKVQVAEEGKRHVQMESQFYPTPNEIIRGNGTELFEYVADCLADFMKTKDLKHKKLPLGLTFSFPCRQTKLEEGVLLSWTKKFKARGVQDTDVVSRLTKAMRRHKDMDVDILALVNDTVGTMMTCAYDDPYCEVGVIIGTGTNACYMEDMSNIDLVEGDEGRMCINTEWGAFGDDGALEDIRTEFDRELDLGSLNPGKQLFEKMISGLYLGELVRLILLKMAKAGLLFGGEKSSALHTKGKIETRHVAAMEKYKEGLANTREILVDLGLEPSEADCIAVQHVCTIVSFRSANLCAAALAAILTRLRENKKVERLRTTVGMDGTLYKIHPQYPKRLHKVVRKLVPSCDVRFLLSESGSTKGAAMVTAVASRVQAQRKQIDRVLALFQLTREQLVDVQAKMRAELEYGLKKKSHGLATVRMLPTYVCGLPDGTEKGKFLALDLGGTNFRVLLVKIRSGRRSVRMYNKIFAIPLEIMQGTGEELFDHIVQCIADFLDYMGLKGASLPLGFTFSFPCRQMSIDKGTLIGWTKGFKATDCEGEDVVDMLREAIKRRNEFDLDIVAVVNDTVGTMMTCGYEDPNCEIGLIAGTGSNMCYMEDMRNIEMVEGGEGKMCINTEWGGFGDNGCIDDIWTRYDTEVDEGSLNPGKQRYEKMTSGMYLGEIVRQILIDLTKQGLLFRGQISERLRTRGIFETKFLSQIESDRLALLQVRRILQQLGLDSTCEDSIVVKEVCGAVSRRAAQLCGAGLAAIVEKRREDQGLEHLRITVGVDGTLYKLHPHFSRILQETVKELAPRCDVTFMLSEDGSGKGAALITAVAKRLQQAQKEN
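Assay system: recombinant HKDC1 hexokinase; detection: coupled resazurin fluorescence, excitation 525 nm, emission 613 nm; benchmarks: DMSO-plus-enzyme-mix negative control, buffer-substituted positive control; compound dosing: single 20 µM dose; schedule: 90 min at room temperature in dark; also added: glucose plus 1 mM ATP as hexokinase substrates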
Active calls of the source: *; . = no result given.

Short keys: A = SENP6 inh; B = SENP7 inh; C = UBC13 polyUb; D = SENP8 block-1; E = SENP8 block-2; F = SENP1 FRET inh; G = beta cell repl; H = PfG6PD inh; I = HKDC1 inhibitor
CCOc1ccc(/C=N/OC(C)C(=O)NCc2ccc3c(c2)OCO3)cc1 (stereo not given)
  A: -5; B: 0; C: 4; D: 0; E: 4; F: 1; G: -2; H: 10; I: -6

COc1ccc(OC)c(NC(=O)CSc2nnc(C3CCCCC3)n2N)c1
  A: -12; B: -5; C: 0; D: 4; E: 0; F: 1; G: 0; H: -3; I: -3

COC(=O)C1(CCSC)NC(c2ccccc2OC)C2C(=O)N(C)C(=O)C21 (stereo not given)
  A: 10; B: 0; C: 5; D: 22; E: 1; F: 0; G: 0; H: -2; I: -3

COc1cccc(C(=O)NNC(=O)C2CC(C)=C(C)CC2C(=O)O)c1 (stereo not given)
  A: -1; B: 1; C: 2; D: 20; E: -5; F: -1; G: 0; H: -4; I: -2

O=C(NCCc1c[nH]c2ccccc12)C1CCN(Cc2ccc(Br)cc2)CC1
  A: 0; B: 0; C: 11; D: 4; E: -5; F: -2; G: -4; H: 13; I: 3

CC(c1ccccc1)n1c(Br)nc2c1c(=O)[nH]c(=O)n2C (stereo not given)
  A: 4; B: 3; C: -1; D: 21; E: 19; F: 1; G: 0; H: -3; I: -9

CCOc1cccc2sc(N(CCCN(C)C)C(=O)c3ccc(S(=O)(=O)N(C)c4ccccc4)cc3)nc12
  A: -4; B: 1; C: 38; D: 14; E: -11; F: -1; G: -6; H: 4; I: -3

CCCNC(=O)c1ccccc1NC(=O)COc1cccc2c1OC(C)(C)C2
  A: -7; B: 1; C: 2; D: -37; E: 5; F: 2; G: 5; H: -5; I: -9

CCC(C)(C)n1nnnc1C(c1ccc(OC)c(OC)c1)N1CCN(c2ccc(F)cc2)CC1 (stereo not given)
  A: -4; B: -7; C: 8; D: 2; E: 2; F: -1; G: -3; H: 6; I: -7

COc1ccc(Cc2[nH]n3c(=O)cc(C)nc3c2-c2ccccc2)cc1
  A: 4; B: -1; C: 9; D: -222; E: 0; F: 0; G: -5; H: -16; I: -7

Cc1cccc(N2CCN(C(=O)CNC(=O)C3CCCCC3)CC2)c1C
  A: -18; B: -13; C: -7; D: 8; E: -9; F: 1; G: -4; H: -7; I: -6

Cc1ccc(S(=O)(=O)Nc2cccnc2)cc1C
  A: 4; B: 11; C: -3; D: 14; E: -14; F: 2; G: -1; H: -1; I: -5

O=C(NCCc1c[nH]c2ccccc12)C(=O)NCC(c1ccco1)N1CCN(c2ccccc2F)CC1 (stereo not given)
  A: -7; B: 0; C: 1; D: 20; E: -8; F: 1; G: 0; H: -1; I: -5

COC(=O)CCC(=O)NNC(=O)c1cccc(Br)c1
  A: -6; B: 2; C: -6; D: 16; E: -12; F: 2; G: -3; H: -1; I: -9

Cc1ccc2ncccc2c1NC(=S)NC(=O)c1ccccc1
  A: -20; B: 0; C: 3; D: 12; E: -1; F: 2; G: 0; H: -10; I: -4

O=C(CSc1nc2c(sc3ccccc32)c(=O)n1CCO)NCc1ccco1
  A: -6; B: -1; C: -1; D: -8; E: -7; F: 1; G: 2; H: 14; I: 3

Cc1ccc(C)c(/C=N/NC(=S)NC(C)C)c1
  A: -7; B: -2; C: -2; D: 6; E: 2; F: -3; G: -3; H: -9; I: -8

COc1ccc(OC)c(-c2c[n+](=O)c3c(n2[O-])CCCC3)c1
  A: 7; B: -5; C: -2; D: 20; E: -2; F: 1; G: -3; H: -13; I: -1

CCCCCCCCCS(=O)(=O)N/N=C/c1cccc([N+](=O)[O-])c1
  A: -13; B: 0; C: -18; D: 15; E: -2; F: 1; G: -6; H: -1; I: 5

O=C(CN1CCCC1=O)NC1CCCc2c1cnn2-c1cc(F)cc(F)c1 (stereo not given)
  A: 5; B: -12; C: 2; D: -15; E: 5; F: -2; G: 0; H: -9; I: -2

Cc1cccc(C(=O)Nc2ccccc2NC(=O)c2cccc(C)c2)c1
  A: .; B: .; C: .; D: 17; E: .; F: -1; G: .; H: -11; I: 6

Cc1ccc(-c2n[nH]c(=S)n2/N=C/c2sccc2C)cc1
  A: -28; B: -1; C: 2; D: 19; E: 1; F: 1; G: 2; H: 48; I: -1

Cc1nc2c(-c3ccc(Cl)cc3)c(C)[nH]n2c(=O)c1Cc1ccccc1
  A: -10; B: 2; C: -7; D: -380; E: -9; F: -44; G: -5; H: -7; I: -5

Cc1c2c(n3c(nc4ccccc43)c1C#N)N(CCN1CCOCC1)CC2
  A: 11; B: 5; C: 5; D: -427; E: 4; F: -33; G: 3; H: -30; I: -5

O=C(CSc1nnc(SCc2ccc(Cl)cc2)s1)N/N=C/c1c[nH]c2ccccc12
  A: .; B: .; C: .; D: 28; E: .; F: 3; G: .; H: 60*; I: 13

COc1cc(Br)cc2cc(C(=O)OC3CCN(C)CC3)c(=O)oc12
  A: 6; B: 6; C: -8; D: 7; E: -4; F: 1; G: -2; H: -2; I: -5

CN1CCC(N(C)S(=O)(=O)c2ccc(NC(=O)c3cccc(C#N)c3)cc2)CC1
  A: -8; B: 1; C: 7; D: 9; E: -2; F: 4; G: 0; H: -6; I: -4

O=S1(=O)CCOC[C@H](c2ccccc2)N1Cc1cccc(F)c1
  A: -5; B: -8; C: -1; D: 11; E: -5; F: 2; G: -1; H: 8; I: -4

Cc1cccc(-n2ncc3c(N4CC(C)CC(C)C4)ncnc32)c1 (stereo not given)
  A: -17; B: -9; C: 6; D: -2; E: -1; F: 2; G: -6; H: 12; I: 2

CN(CCC#N)C(=O)COC(=O)c1ccc(Cl)c(S(=O)(=O)N(C)c2ccccc2)c1
  A: -13; B: -2; C: -12; D: -2; E: -9; F: 1; G: -2; H: 4; I: 5

CCCOC(=O)CCn1c(=S)oc2ccccc21
  A: -9; B: 0; C: -6; D: 0; E: -10; F: -2; G: -1; H: 12; I: -2

CC1CCCC12NC(=O)NC2=O (stereo not given)
  A: .; B: .; C: .; D: 2; E: .; F: 3; G: .; H: 4; I: -12

CCOC(=O)CNC(=O)c1ccc2c(c1)OCCO2
  A: 1; B: 10; C: -4; D: 20; E: -6; F: 2; G: -2; H: -9; I: -4

C/C(=N\NC(=O)CNC(=O)C1COc2ccccc2O1)c1ccc(Cl)cc1 (stereo not given)
  A: -16; B: 1; C: 19; D: 20; E: -7; F: 1; G: 1; H: 5; I: -2

COc1ccc(-n2cnnc2SCC(=O)Nc2cccnc2Cl)cc1
  A: 9; B: 3; C: 5; D: 8; E: -1; F: -1; G: 0; H: 17; I: -10

CN1CCN(c2nc(-c3ccc(Cl)c(Cl)c3)nc3ccccc23)CC1
  A: -1; B: 2; C: 10; D: 6; E: -20; F: 2; G: -5; H: .; I: .

CS(=O)(=O)N1CCCC(C(=O)Nc2ccc(F)c(F)c2)C1 (stereo not given)
  A: -2; B: 6; C: 9; D: 10; E: 1; F: 1; G: -1; H: -15; I: -1

COc1ccc(-n2ccnc(SCC(=O)NC3CCCC3)c2=O)cc1OC
  A: 6; B: 0; C: 1; D: -59; E: -2; F: -2; G: -1; H: 5; I: 0

FC(F)(F)c1cccc(Cc2noc(CN3CCCC(OCc4ccccn4)C3)n2)c1 (stereo not given)
  A: -14; B: -7; C: -11; D: 14; E: -9; F: -1; G: -1; H: -2; I: 0

CCOc1ccc(NC(=O)COn2nnc3ccc(S(=O)(=O)N4CCOCC4)cc32)cc1
  A: 8; B: 3; C: -4; D: 9; E: -6; F: 1; G: -2; H: -22; I: -5

CCCn1c(=O)[nH]c2ccccc21
  A: -1; B: -9; C: -4; D: 19; E: -12; F: 4; G: -1; H: 13; I: -6

CN(CCc1ccccc1)C(=O)c1cccc(NC(=O)Cc2cccc(NC(=O)C3CCN(C(=O)C4CCCC4)CC3)c2)c1
  A: .; B: .; C: .; D: 4; E: .; F: -1; G: .; H: -20; I: 7

Cn1c(SCc2nc3ccccc3c(=O)[nH]2)nnc1-c1ccco1
  A: -2; B: 1; C: -1; D: 8; E: 5; F: 2; G: 0; H: 31; I: -14

CN(c1ccccc1)S(=O)(=O)c1cccc(NC(=O)CSc2nccc(=O)[nH]2)c1
  A: -7; B: 3; C: -7; D: 6; E: -5; F: 0; G: -1; H: -14; I: -1

O=C(NNC(=O)c1ccc2ccccc2c1)c1ccc(Cl)cc1
  A: .; B: .; C: .; D: -3; E: .; F: 1; G: .; H: -15; I: 9

CCN(CC)c1ccc(/C=C2/C(=O)N(c3ccc([N+](=O)[O-])cc3)N=C2N2CCOCC2)cc1
  A: 10; B: 3; C: -96; D: .; E: 4; F: .; G: 1; H: .; I: .

CCCOc1ccc(N2C(=O)CC(N(O)c3ccccc3)C2=O)cc1 (stereo not given)
  A: -3; B: -4; C: -11; D: 1; E: 9; F: 2; G: -4; H: 16; I: 1

CC1CCCCN1C(=O)CSc1nnc2ccccn12 (stereo not given)
  A: 7; B: 4; C: 4; D: -53; E: -3; F: 1; G: 0; H: -3; I: -6

COc1cccc(-n2nnc3c(=O)n(Cc4ccc(F)cc4)cnc32)c1
  A: -4; B: 0; C: -4; D: -5; E: -1; F: -2; G: -2; H: -11; I: -2

Cc1cc(N2CCCC2)ccc1NC(=O)COc1ccccc1
  A: -6; B: 1; C: 2; D: -172; E: 8; F: -13; G: -2; H: 41; I: -2

Additional results follow.
Short keys: A = SENP6 inh; B = SENP7 inh; C = UBC13 polyUb; D = SENP8 block-1; E = SENP8 block-2; F = SENP1 FRET inh; G = beta cell repl; H = PfG6PD inh; I = HKDC1 inhibitor
O=C(CN(C(=O)c1csnn1)c1ccc(F)c(Cl)c1)NCc1ccc2c(c1)OCO2
  A: 7; B: -3; C: 11; D: 5; E: 1; F: -1; G: 0; H: -22; I: 2

CCCn1cnc2cc(NCc3cccc(OC)c3)ccc21
  A: -13; B: -5; C: -4; D: -136; E: -15; F: -27; G: 2; H: 28; I: -8

CCc1cc2c(SC(C)C(=O)NC3CCCC3)ncnc2s1 (stereo not given)
  A: 8; B: 8; C: 6; D: -6; E: 0; F: -10; G: 3; H: -3; I: 0

O=C(O)C(c1ccccc1)C1CCCCC1O (stereo not given)
  A: .; B: .; C: .; D: 16; E: .; F: 1; G: .; H: 14; I: -7

COCC(C)n1c(C)cc(C(=O)COc2ccc(S(=O)(=O)N3CCOCC3)cc2Cl)c1C (stereo not given)
  A: -10; B: -11; C: -12; D: 20; E: -6; F: 0; G: -3; H: -12; I: 3

O=C(COC(=O)c1ccc(Cl)nc1)Nc1nnc(-c2ccccc2)o1
  A: -10; B: -11; C: -9; D: -18; E: -12; F: -1; G: -3; H: -20; I: -1

Cc1nn(Cc2ccccc2Cl)c(C)c1NC(=O)CCCn1nc(C)c([N+](=O)[O-])c1C
  A: 7; B: 1; C: 5; D: 20; E: 3; F: 4; G: 0; H: 4; I: -3
